C2C12 statin = suppressors of statin myotoxicity in C2C12 myotubes, primary screen, cell-based, single point, plate reader; C2C12 myotubes + simvastatin, ATP luminescence, 48 h; scaled: DMSO 0, geranylgeraniol control 100; rescue of ATP level, % at 7.49 µM; 330,000 compounds, 0.78% hits; AID 602340, 2012;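 active = mean ATP rescue above about 67%, or every replicate alone reaching that limit, limit read from the data, passing the limit was not always enough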;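 also: myotubes were challenged with 10 µM simvastatin during compound exposure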
ERp5 inh = inhibitors of ERp5-driven insulin aggregation, primary screen, biochemical, turbidity, absorbance 650 nm, single point; Protein disulfide-isomerase A6 (Homo sapiens), Q15084; 90 min; inhibition, % at 9.99 µM; 350,000 compounds, 0.05% hits;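 active = mean replicate inhibition above about 25%, with every replicate also reaching it, limit read from the data, passing the limit was not always enough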
Target sequence (Q15084 whole entry, looked up): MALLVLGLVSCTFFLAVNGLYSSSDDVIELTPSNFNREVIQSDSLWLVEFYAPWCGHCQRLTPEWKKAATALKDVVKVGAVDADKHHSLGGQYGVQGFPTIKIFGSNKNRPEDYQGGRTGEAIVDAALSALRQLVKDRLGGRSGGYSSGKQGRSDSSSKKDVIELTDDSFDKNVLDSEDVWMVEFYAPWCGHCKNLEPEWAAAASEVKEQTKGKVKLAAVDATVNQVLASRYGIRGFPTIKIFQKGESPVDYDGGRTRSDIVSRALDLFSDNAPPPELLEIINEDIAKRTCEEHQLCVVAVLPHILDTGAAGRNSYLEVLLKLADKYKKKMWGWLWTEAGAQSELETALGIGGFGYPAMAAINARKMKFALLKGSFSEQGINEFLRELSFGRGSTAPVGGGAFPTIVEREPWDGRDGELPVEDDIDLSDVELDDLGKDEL
SIRT5 block = SIRT5 desuccinylase inhibitors, primary screen, biochemical, fluorescence imaging, single point, set 5. NAD-dependent protein deacylase sirtuin-5, mitochondrial (Homo sapiens), Q9NXA8. Purified SirT5, succinyl-peptide AMC, trypsin-coupled fluorescence. inhibition, % at 15 µM. 330,000 compounds, 1.1% hits; in the data active = inhibition above about 15%
Target sequence (Q9NXA8 whole entry, looked up): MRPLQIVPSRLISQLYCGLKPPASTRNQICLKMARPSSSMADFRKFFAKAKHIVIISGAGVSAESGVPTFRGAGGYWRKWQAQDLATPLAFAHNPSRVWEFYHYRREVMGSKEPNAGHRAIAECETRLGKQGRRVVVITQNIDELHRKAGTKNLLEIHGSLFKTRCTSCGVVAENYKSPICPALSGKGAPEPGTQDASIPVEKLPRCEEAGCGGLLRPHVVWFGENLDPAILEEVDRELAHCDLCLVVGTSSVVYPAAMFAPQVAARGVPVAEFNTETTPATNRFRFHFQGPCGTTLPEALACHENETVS
miR122 inh = miR-122 Renilla sensor signal increase in Huh7, primary screen, miR-122 inhibitor project, cell-based, single point, plate reader | Huh7 miR-122 Renilla luciferase sensor, 48 h; neutral wells = 0, positive control = 100 | activation (reporter increase), % at 12.5 µM | 340,000 compounds, 0.3% hits;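 active = mean replicate activation score at least 90 and every replicate individually at or above 90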;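 also: higher luciferase means less miR-122 activity so hits act as miR-122 inhibitors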
* = called active by the depositor; x = not tested or not shown; [ ] = remark or other dose.

SMILES | C2C12 statin | miR122 inh | SIRT5 block | ERp5 inh
CCOC(=O)C1=C(C(=O)OCC)C2N(Cc3ccc(C#N)cc3)c3ccccc3[C@@]23C[C@@H](C(=O)OC)N(S(=O)(=O)c2ccc(C)cc2)C3=N1 (stereo partly drawn) | x | x | x | 3
CCCCc1c(-c2ccccc2OC)ncn1CCc1cccc(F)c1 | x | x | x | 2
C[C@@H]1CN([C@H](C)CO)C(=O)c2cc(NS(=O)(=O)c3cccs3)ccc2O[C@@H](C)CCCCO[C@@H]1CN(C)C(=O)CCCN(C)C | x | x | 5 | x
COCC(=O)N1CC[C@@H]2[C@@H](CO)Nc3ccc(C#Cc4ccc(F)cc4)cc3[C@@H]21 | x | x | -1 | x
COc1ccc(S(=O)(=O)Nc2ccc3c(c2)C(=O)N([C@H](C)CO)C[C@H](C)[C@H](CN(C)C(=O)Cc2ccccc2)OCCCC[C@@H](C)O3)cc1 | x | x | 10 | x
CCCNC(=O)N1CCC2(CC1)CN(C(=O)c1ccccc1)[C@@H](CO)c1[nH]c3cc(OC)ccc3c12 | x | x | 4 | x
CCCNC(=O)Nc1ccc2c(c1)OC[C@@H](C)N(C(=O)C1CCOCC1)C[C@H](C)[C@H](OC)CN(C)C2=O | x | x | 12 | x
CCCNC(=O)N1CC2(CCN(C(=O)C3CCC3)CC2)c2c([nH]c3cc(OC)ccc23)[C@@H]1CO | x | x | 0 | x
CCCNC(=O)Nc1ccc2c(c1)OC[C@H](C)N(C(=O)C1CCCCC1)C[C@H](C)[C@@H](OC)CN(C)C2=O | x | x | 2 | x
CCC(=O)N1C[C@H](C)[C@H](OC)CN(C)C(=O)c2cc(NC(=O)NC3CCCC3)ccc2OC[C@@H]1C | x | x | -1 | x
Cc1ccc(-n2nc(C)c(=O)c(-c3ccccc3)c2NC(=O)c2cccs2)cc1 | x | x | -2 | x
COc1cccc(-c2ccc(CC[C@H]3O[C@H]4CC[C@H](CO)O[C@H]4C[C@@H]3NS(C)(=O)=O)cc2)c1 | x | x | -7 | x
CO[C@H]1CN(C)C(=O)c2ccc(NC(=O)C3CC3)cc2OC[C@H](C)N(Cc2ccc(F)cc2)C[C@@H]1C | x | x | 1 | x
C[C@@H]1CCCCO[C@@H](CN(C)C(=O)Nc2ccc(C(F)(F)F)cc2)[C@@H](C)CN([C@@H](C)CO)C(=O)c2cc(NC(=O)C3CCCCC3)ccc2O1 | x | x | 4 | x
O=C(C[C@H]1C=C[C@H](NS(=O)(=O)c2ccccc2)[C@H](CO)O1)N1CCC(Cc2ccccc2)CC1 | x | x | -4 | x
C[C@H]1CCCCO[C@H](CN(C)C(=O)Nc2ccccc2)[C@@H](C)CN([C@@H](C)CO)C(=O)c2cc(NC(=O)Nc3ccc(C(F)(F)F)cc3)ccc2O1 | x | x | -3 | x
C[C@H](CO)N1C[C@H](C)[C@H](CN(C)S(=O)(=O)c2cn(C)cn2)Oc2ncc(-c3ccc(F)cc3)cc2C1=O | x | x | 0 | x
CO[C@H]1CN(C)C(=O)c2ccc(NC(=O)C3CC3)cc2OC[C@@H](C)N(C(=O)c2cnccn2)C[C@@H]1C | x | x | -2 | x
COc1cccc(NC(=O)C[C@@H]2CC[C@@H]3[C@@H](COc4ccc(NC(=O)C5CCC5)cc4C(=O)N3C)O2)c1 | x | x | -1 | x
Cc1ccc(S(=O)(=O)Nc2cccc3c2O[C@H](CN(C)S(=O)(=O)c2ccc(Cl)cc2)[C@H](C)CN([C@@H](C)CO)C3=O)cc1 | x | x | -3 | x
CO[C@H]1CN(C)C(=O)c2ccc(NS(=O)(=O)c3cn(C)cn3)cc2OC[C@@H](C)NC[C@@H]1C | x | x | -1 | x
C[C@@H]1CN([C@H](C)CO)C(=O)c2cccc(NC(=O)c3nc4ccccc4s3)c2O[C@H]1CN(C)Cc1ccc2c(c1)OCO2 | x | x | 5 | x
COc1cccc(CN2CC3(CCN(CC4CC4)CC3)c3c([nH]c4cc(OC)ccc34)[C@H]2CO)c1 | x | x | -3 | x
COc1ccc(S(=O)(=O)Nc2cccc3c2O[C@@H](CN(C)S(=O)(=O)c2ccc(OC)cc2)[C@@H](C)CN([C@H](C)CO)C3=O)cc1 | x | x | 0 | x
C[C@@H]1CN([C@H](C)CO)C(=O)c2cccc(NC(=O)Nc3ccc(C(F)(F)F)cc3)c2O[C@@H]1CN(C)Cc1ccc(C(=O)Nc2ccccc2N)cc1 | x | x | 4 | x
C[C@H](O)C#Cc1cnc2c(c1)C(=O)N([C@@H](C)CO)C[C@@H](C)[C@H](CN(C)CC1CCCCC1)O2 | x | x | -2 | x
COc1ccc(S(=O)(=O)Nc2ccc3c(c2)C(=O)N([C@@H](C)CO)C[C@@H](C)[C@@H](CN(C)C)O3)cc1 | x | x | -1 | x
COc1ccccc1C(=O)Nc1ccc2c(c1)OC[C@H](C)N(CC1CC1)C[C@H](C)[C@@H](OC)CN(C)C2=O | x | x | -13 | x
CO[C@H]1CN(C)C(=O)c2ccc(NC(=O)C3CCC3)cc2OC[C@H](C)N(C(=O)NC(C)C)C[C@@H]1C | x | x | 0 | x
CCCNC(=O)N1C[C@H](C)[C@@H](OC)CN(C)C(=O)c2ccc(NS(=O)(=O)CC(F)(F)F)cc2OC[C@@H]1C | x | x | 0 | x

Retrieved by compound from the entries so far:
SMILES | C2C12 statin | miR122 inh | SIRT5 block | ERp5 inh
CCCNC(=O)N1CCC2(CC1)CN(C(=O)c1ccccc1)[C@@H](CO)c1[nH]c3cc(OC)ccc3c12 | x | x | 4 | x
COc1ccc(S(=O)(=O)Nc2ccc3c(c2)C(=O)N([C@@H](C)CO)C[C@@H](C)[C@@H](CN(C)C)O3)cc1 | x | x | -1 | x

Sorted by length of the SMILES (rising): part of the list above.
SMILES | C2C12 statin | miR122 inh | SIRT5 block | ERp5 inh
CCCCc1c(-c2ccccc2OC)ncn1CCc1cccc(F)c1 | x | x | x | 2
CCCNC(=O)N1CC2(CCN(C(=O)C3CCC3)CC2)c2c([nH]c3cc(OC)ccc23)[C@@H]1CO | x | x | 0 | x
CO[C@H]1CN(C)C(=O)c2ccc(NC(=O)C3CCC3)cc2OC[C@H](C)N(C(=O)NC(C)C)C[C@@H]1C | x | x | 0 | x
COc1ccccc1C(=O)Nc1ccc2c(c1)OC[C@H](C)N(CC1CC1)C[C@H](C)[C@@H](OC)CN(C)C2=O | x | x | -13 | x
CCCNC(=O)Nc1ccc2c(c1)OC[C@H](C)N(C(=O)C1CCCCC1)C[C@H](C)[C@@H](OC)CN(C)C2=O | x | x | 2 | x
COc1ccc(S(=O)(=O)Nc2ccc3c(c2)C(=O)N([C@@H](C)CO)C[C@@H](C)[C@@H](CN(C)C)O3)cc1 | x | x | -1 | x
C[C@H](CO)N1C[C@H](C)[C@H](CN(C)S(=O)(=O)c2cn(C)cn2)Oc2ncc(-c3ccc(F)cc3)cc2C1=O | x | x | 0 | x
C[C@@H]1CN([C@H](C)CO)C(=O)c2cccc(NC(=O)c3nc4ccccc4s3)c2O[C@H]1CN(C)Cc1ccc2c(c1)OCO2 | x | x | 5 | x
COc1ccc(S(=O)(=O)Nc2cccc3c2O[C@@H](CN(C)S(=O)(=O)c2ccc(OC)cc2)[C@@H](C)CN([C@H](C)CO)C3=O)cc1 | x | x | 0 | x
CCOC(=O)C1=C(C(=O)OCC)C2N(Cc3ccc(C#N)cc3)c3ccccc3[C@@]23C[C@@H](C(=O)OC)N(S(=O)(=O)c2ccc(C)cc2)C3=N1 (stereo partly drawn) | x | x | x | 3
C[C@@H]1CN([C@H](C)CO)C(=O)c2cccc(NC(=O)Nc3ccc(C(F)(F)F)cc3)c2O[C@@H]1CN(C)Cc1ccc(C(=O)Nc2ccccc2N)cc1 | x | x | 4 | x
C[C@H]1CCCCO[C@H](CN(C)C(=O)Nc2ccccc2)[C@@H](C)CN([C@@H](C)CO)C(=O)c2cc(NC(=O)Nc3ccc(C(F)(F)F)cc3)ccc2O1 | x | x | -3 | x

Other structures.
SMILES | C2C12 statin | miR122 inh | SIRT5 block | ERp5 inh
C[C@@H]1CN([C@H](C)CO)C(=O)c2cc(NC(=O)CCCN(C)C)ccc2O[C@@H]1CN(C)C(=O)Nc1ccccc1 | x | x | 3 | x
CO[C@@H]1CN(C)C(=O)c2cc(NC(=O)CC(F)(F)F)ccc2OC[C@H](C)N(C(=O)C2CCOCC2)C[C@H]1C | x | x | 0 | x
COCC(=O)N1C[C@H](C)[C@@H](OC)CN(C)C(=O)c2ccc(NC(=O)Nc3ccccc3)cc2OC[C@@H]1C | x | x | 2 | x
CCCNC(=O)Nc1ccc2c(c1)C(=O)N(C)C[C@@H](OC)[C@H](C)CN(S(C)(=O)=O)[C@H](C)CO2 | x | x | 2 | x
COc1ccc2c3c([nH]c2c1)[C@@H](CO)N(Cc1ccncc1)CC31CCN(C(=O)CN(C)C)CC1 | x | x | -8 | x
COc1ccc(NC(=O)Nc2ccc3c(c2)[C@@H]2C[C@H](CC(=O)N[C@@H](C)c4ccccc4)O[C@H](CO)[C@@H]2O3)cc1 | x | x | -2 | x
COCC#Cc1cnc2c(c1)C(=O)N([C@@H](C)CO)C[C@H](C)[C@@H](CN(C)S(=O)(=O)c1cn(C)cn1)O2 | x | x | -1 | x
CO[C@@H]1CN(C)C(=O)c2ccc(NC(=O)C3CCOCC3)cc2OC[C@@H](C)N(Cc2cccnc2)C[C@@H]1C | x | x | -2 | x
CC(C)NC(=O)N(C)C[C@H]1OCCCC[C@@H](C)Oc2ccc(NS(=O)(=O)c3cn(C)cn3)cc2C(=O)N([C@H](C)CO)C[C@@H]1C | x | x | -1 | x
Cc1noc(C)c1NC(=O)N(C)C[C@@H]1Oc2c(NC(=O)CCCCCC(=O)Nc3ccccc3N)cccc2C(=O)N([C@H](C)CO)C[C@@H]1C | x | x | 0 | x
CCN1[C@@H]2c3ccc(/C=C/c4ccccc4)c(=O)n3C[C@@H]2[C@@H](CO)[C@@H]1C(=O)Nc1nccs1 | x | x | -6 | x
C[C@@H]1CN([C@@H](C)CO)C(=O)c2cccc(NC(=O)Nc3cccc4ccccc34)c2O[C@@H]1CN(C)Cc1ccc2c(c1)OCO2 | x | x | -4 | x
COc1ccc(S(=O)(=O)N(C)C[C@H]2Oc3c(NS(=O)(=O)c4ccc(C)cc4)cccc3C(=O)N([C@H](C)CO)C[C@@H]2C)cc1 | x | x | 1 | x
Cc1cc(C)c(/C=C(\C#N)S(=O)(=O)c2ccccc2)[nH]1 | x | x | -1 | x
CCC(=O)N1C[C@H](C)[C@@H](OC)CN(C)C(=O)c2ccc(NC(=O)Nc3ccc(Cl)cc3)cc2OC[C@@H]1C | x | x | 2 | x
C[C@@H]1CCCCO[C@@H](CN(C)C(=O)Nc2ccc3c(c2)OCO3)[C@@H](C)CN([C@@H](C)CO)C(=O)c2cc(NC(=O)CCC(F)(F)F)ccc2O1 | x | x | -1 | x
C[C@@H]1CN([C@H](C)CO)C(=O)c2cc(NS(=O)(=O)c3cn(C)cn3)ccc2O[C@@H](C)CCCCO[C@@H]1CN(C)C(=O)c1ccncc1 | x | x | -3 | x
COc1ccc2c3c([nH]c2c1)[C@H](CO)N(C)CC31CCN(C(=O)Nc2c(C)noc2C)CC1 | x | x | 1 | x
C[C@@H]1CN([C@@H](C)CO)C(=O)c2c(c3ccccc3n2C)-c2ccccc2CO[C@H]1CN(C)Cc1cccc(O)c1 | x | x | 0 | x
COc1ccc2c3c(n(C)c2c1)[C@H](CO)N(CC1CC1)CC31CCN(C(=O)c2ccc3c(c2)OCO3)CC1 | x | x | 0 | x
COCC(=O)Nc1ccc2c(c1)OC[C@H](C)N(Cc1ccncc1)C[C@H](C)[C@@H](OC)CN(C)C2=O | x | x | -1 | x
COCC(=O)N(C)C[C@H]1Oc2cc(C#CC3CCCC3)ccc2S(=O)(=O)N([C@H](C)CO)C[C@@H]1C | -17 | 23[16.7 µM] | x | x
C[C@@H]1CN([C@H](C)CO)S(=O)(=O)c2ccc(-c3ccncc3)cc2O[C@@H]1CN(C)C(=O)C1CCC1 | 8 | -5[16.7 µM] | x | x
C[C@H]1CN([C@@H](C)CO)S(=O)(=O)c2ccc(C#CC3CCCC3)cc2O[C@H]1CN(C)C(=O)c1cccc(F)c1 | 32 | -2[16.7 µM] | x | x
C/C=C/c1ccc2c(c1)O[C@@H](CN(C)C(=O)C1CCC1)[C@H](C)CN([C@@H](C)CO)S2(=O)=O | -23 | 1[16.7 µM] | x | x
C/C=C/c1ccc2c(c1)O[C@H](CN(C)C(=O)C1CCC1)[C@@H](C)CN([C@H](C)CO)S2(=O)=O | 12 | 18[16.7 µM] | x | x
C[C@H](CO)N1C[C@H](C)[C@H](CN(C)C(=O)Nc2ccc(F)cc2)Oc2ncc(C#Cc3cccc(F)c3)cc2C1=O | 30 | -1[16.7 µM] | x | x
COCC(=O)N(C)C[C@@H]1Oc2cc(C#CC3CCCC3)ccc2S(=O)(=O)N([C@@H](C)CO)C[C@H]1C | -17 | 10[16.7 µM] | x | x
C[C@@H]1CN([C@H](C)CO)C(=O)c2cc(C#CC3(O)CCCC3)cnc2O[C@@H]1CN(C)C(=O)C1CC1 | 3 | -12[16.7 µM] | x | x
CC(=O)N(C)C[C@H]1Oc2cc(C3=CCCCC3)ccc2S(=O)(=O)N([C@H](C)CO)C[C@H]1C | -23 | -4[16.7 µM] | x | x

Some of the compounds tested; rates above refer to the full screens.
